Tat export inh = blocks Tat-dependent protein export in E. coli. AID 488895. E. coli MC4100 TorA-mCherry Tat export, fluorescence. actives 0.036% (n = 340,000). inhibition, % at 10 µM;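 active = mean replicate inhibition at least 50% and at least half of replicates individually reaching 50%; inconclusive = only one of the two criteria met; inactive = neither criterion met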;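 also: exported cargo escapes ClpAP degradation while cytoplasmic cargo is degraded and loses fluorescence; 0% = median of neutral control wells and 100% = median of NaSCN control wells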
Wnt bcat act = Wnt/beta-catenin pathway activation | Wnt/beta-catenin reporter cell assay, activator, plate reader | activation, % at 9.35 µM | actives 1.2% (n = 300,000) | AID 743398; in the data active = activation above about 30%, passing the limit was not always enough; inconclusive = no clear call, values can overlap the other calls;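 also: 0% = neutral control wells and 100% = positive control wells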
DAGLB inhibitor = blocks human DAGLB lipase activity | HEK293T DAGLB membrane lysate, EnzChek fluorogenic substrate | Q8NCG7 | inhibition, % at 5.17 µM | actives 0.059% (n = 340,000); in the data active = inhibition above about 34%;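 also: 0% = enzyme with vehicle and 100% = wells lacking enzyme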
Target sequence (Q8NCG7 whole entry, looked up): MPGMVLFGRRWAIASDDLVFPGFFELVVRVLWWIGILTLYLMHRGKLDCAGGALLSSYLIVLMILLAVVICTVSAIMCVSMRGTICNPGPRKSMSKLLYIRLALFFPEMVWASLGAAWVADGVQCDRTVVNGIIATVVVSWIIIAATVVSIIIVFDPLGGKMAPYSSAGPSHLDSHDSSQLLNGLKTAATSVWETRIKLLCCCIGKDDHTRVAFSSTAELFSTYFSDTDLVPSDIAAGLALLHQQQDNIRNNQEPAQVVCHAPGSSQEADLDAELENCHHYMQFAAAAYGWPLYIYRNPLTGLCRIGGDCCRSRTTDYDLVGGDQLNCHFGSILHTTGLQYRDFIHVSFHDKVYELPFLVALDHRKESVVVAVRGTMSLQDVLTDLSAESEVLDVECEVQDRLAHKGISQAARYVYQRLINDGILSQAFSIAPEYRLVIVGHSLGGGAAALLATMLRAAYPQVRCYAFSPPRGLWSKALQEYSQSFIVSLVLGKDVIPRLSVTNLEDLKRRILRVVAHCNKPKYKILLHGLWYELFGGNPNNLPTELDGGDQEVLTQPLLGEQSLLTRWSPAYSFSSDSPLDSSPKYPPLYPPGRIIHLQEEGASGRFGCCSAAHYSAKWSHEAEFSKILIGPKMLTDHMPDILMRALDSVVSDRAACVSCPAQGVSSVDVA
E coli growth = bacterial growth inhibition, counter-screen for AddAB inhibitors. E. coli V3065 growth, OD600 absorbance, 18 h. actives 0.27% (n = 330,000). inhibition, % at 11.9 µM;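 active = inhibition above the campaign's mean inhibition across all tested compounds plus 3 SD, cut at about 9.9% in these data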;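 also: uninfected addAB+ strain grown without phage in ampicillin broth; 0% = DMSO wells and 100% = ciprofloxacin 0.95 µg/ml wells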
PvdQ inh = P. aeruginosa PvdQ acylase inhibition; purified PvdQ acylase, fluorescence plate reader; inhibition, % at 10 µM; actives 0.063% (n = 340,000); AID 488965; in the data active = inhibition above about 30%, passing the limit was not always enough; inconclusive = no clear call, values can overlap the other calls;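 also: 0% = vehicle neutral wells and 100% = reference inhibitor wells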
phage Ecoli inh = E. coli growth loss with phage present | growth absorbance | inhibition, % at 11.9 µM | actives 0.26% (n = 360,000); in the data active = inhibition above about 11%
PfHsp90 yeast 2 = reduces growth (ATP signal) of yeast expressing P. falciparum Hsp90; inhibition, % at 9.4 µM; actives 0.32% (n = 310,000); S. cerevisiae expressing PfHsp90, BacTiter-Glo ATP, 48 h; yeast lacking PDR1 and PDR3 efflux regulators;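 active = every replicate shows inhibition above about 80%, whatever the replicate mean, limit read from the data; inconclusive = mean inhibition reaches the set limit but some replicate falls short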;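 also: 0% = DMSO neutral controls and 100% = 20 µM radicicol positive controls; yeast relying on Plasmodium falciparum Hsp90 in place of its own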
CAL PDZ inh = human CAL PDZ-peptide interaction inhibition. Q9HD26. actives 0.02% (n = 330,000). purified CAL PDZ, TMR-peptide fluorescence polarization, 1 h. AID 504414. inhibition, % at 20 µM;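 active = highest replicate inhibition of at least 40%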;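 also: plate controls were DMSO neutral control wells for no effect and unlabeled competitor peptide control wells for full effect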
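Test system: purified CerCALP PDZ construct; Compound dosing: one concentration, 20 µM compound; Also added: TMR-labelled reporter peptide T*-PRC34 bound in PDZ groove; Read-out: inhibition from polarization loss; Controls: unlabelled peptide and DMSO controls; Signal: FP readout, S and P plane fluorescence; Incubation: 1 h at RT.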
Rtt109 Vps75 = blocks Candida albicans Rtt109/Vps75 acetyltransferase activity; AID 540336; actives 0.16% (n = 330,000); purified Rtt109/Vps75, ThioGlo CoA-SH fluorescence, 4 h; inhibition, % at 34.9 µM;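 active = inhibition of at least 50% in every replicate; inconclusive = best replicate reaches 50% inhibition but some replicates fall short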
Target sequence (Q5AAJ8 whole entry, looked up): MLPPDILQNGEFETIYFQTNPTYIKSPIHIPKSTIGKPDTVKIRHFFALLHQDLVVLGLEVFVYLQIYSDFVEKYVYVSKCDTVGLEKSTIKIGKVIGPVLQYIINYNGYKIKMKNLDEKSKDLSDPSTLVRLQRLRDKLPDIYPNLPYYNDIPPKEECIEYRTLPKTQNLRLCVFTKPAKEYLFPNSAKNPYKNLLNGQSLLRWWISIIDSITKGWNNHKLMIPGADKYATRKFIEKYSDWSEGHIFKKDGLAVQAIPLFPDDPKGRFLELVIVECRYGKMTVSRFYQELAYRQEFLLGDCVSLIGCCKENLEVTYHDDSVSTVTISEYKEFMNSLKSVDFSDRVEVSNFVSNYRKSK
AddAB inh = less growth of phage-infected E. coli with AddAB. E. coli expressing H. pylori AddAB, absorbance growth. inhibition, % at 11.9 µM. actives 0.29% (n = 330,000). AID 435030; in the data active = inhibition above about 12%;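 also: 0% = vehicle wells of infected cells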
* marks the source's active call; other numbers are inactive results; ? = inconclusive; nt = not tested or not shown.

structure | Tat export inh | Wnt bcat act | DAGLB inhibitor | E coli growth | PvdQ inh | phage Ecoli inh | PfHsp90 yeast 2 | CAL PDZ inh | Rtt109 Vps75 | AddAB inh
CSc1ccc(/C=C/C(=O)OCC(=O)NC2CC2)cc1 | 7 | 7 | 3 | 1.8 | -7 | 3.1 | 23 | -1.4 | 7 | 1.2
CCc1ccccc1NC(=O)C1CCN(c2cnccn2)CC1 | -9 | 0 | 0 | -0.8 | -13 | 2.2 | -1 | -2.3 | 4 | 3.9
O=[N+]([O-])c1ccc(CSCc2ccc([N+](=O)[O-])cc2)cc1 | -13 | -2 | -2 | nt | 2 | 1.8 | 3 | 0.1 | -1 | nt
CC(CNC(=O)CCS(=O)(=O)c1cc2c(cc1Cl)NC(=O)CO2)c1ccccc1 (stereo not drawn) | -6 | 0 | 3 | 0.0 | -9 | 0.5 | 2 | -0.9 | -7 | 2.9
O=C1CN(Cc2ccccc2)CC(=O)N1 | -1 | 9 | -2 | nt | -14 | 4.4 | -4 | 0.2 | -5 | nt
N=C(N)SCc1ccccn1 | 6 | nt | -1 | -1.6 | -4 | 0.3 | 17 | 0.4 | 13 | 0.1
CCOC(=O)Nc1cc2c(cc1[N+](=O)[O-])-c1ccccc1C2=O | 2 | -1 | 1 | nt | -22 | 3.6 | nt | 0.3 | 3 | nt
CCN(CC)CCNC(=O)c1ccc(NC(=O)CC(NC(=O)c2ccccc2Cl)c2ccccc2)cc1 (stereo not drawn) | -4 | 3 | 3 | -0.2 | -13 | 1.2 | 12 | -0.7 | -7 | 0.1
C=CCn1c(SCc2ccc(F)cc2)nc2c1c(=O)[nH]c(=O)n2C | -9 | -2 | 0 | 0.0 | -2 | 2.4 | -1 | -2.1 | 7 | 2.3
O=C(Nc1ccc(N2CCCCC2)cc1)c1cccnc1 | -12 | nt | -1 | 0.1 | -3 | -0.5 | -7 | nt | 13 | -0.3
COc1cc(/C=C(\C#N)c2nc3ccc(C)cc3[nH]2)cc([N+](=O)[O-])c1O | 8 | 3 | 27 | nt | 7 | 4.1 | 5 | 6.8 | nt | nt
CN1CCN(CC(=O)c2cc(C(C)(C)C)c(O)c(C(C)(C)C)c2)CC1 | 7 | 0 | 2 | -2.1 | -10 | 3.0 | 12 | -1.1 | -1 | 2.3
CCN(C(=O)COC(=O)/C(C#N)=C/c1ccc(N(C)C)cc1)C1CCS(=O)(=O)C1 (stereo not drawn) | 12 | 14 | -4 | -1.5 | -5 | -0.6 | 5 | -1.0 | -1 | -1.6
C(=N\N1CCN(Cc2ccccc2)CC1)/c1ccc(-c2ccccc2)cc1 | -5 | -5 | -6 | -1.3 | 15 | 4.2 | 5 | -1.1 | 16 | 1.2
COc1ccc(CCNS(=O)(=O)c2csc(C(N)=O)c2)cc1OC | 9 | -1 | 1 | -0.4 | -8 | 1.4 | -3 | 0.4 | 2 | 3.8
Cc1cc(-c2sccc2C)nc(-n2cccc2)n1 | 5 | nt | -6 | -1.5 | -9 | -0.2 | nt | -2.0 | nt | 3.4
Cc1cc(C)c(C#N)c(SCSCc2ccccc2)n1 | 14 | nt | -15 | -3.0 | -6 | 1.1 | -9 | -2.1 | 5 | -1.1
COc1ccc(S(=O)(=O)Nc2cc(C(=O)NCCCN3CCOCC3)ccc2N2CCOCC2)cc1 | -7 | -2 | -1 | 2.3 | -10 | 2.3 | 27 | -2.2 | 0 | 3.3
O=C(Cn1c(CCCO)nc2ccccc21)Nc1ccccc1-c1ccccc1 | -3 | -3 | -4 | 1.8 | 0 | 1.2 | -2 | -1.1 | -9 | 3.0
O=C(Nc1nc2cc3c(cc2s1)OCO3)C1=COCCO1 | -1 | -2 | 0 | 1.5 | ? | 3.4 | 12 | 0.0 | 1 | 3.2
Cc1ccc(S(=O)(=O)/N=C2\CN(C)C(=O)N2C)cc1 | -1 | 1 | -1 | 0.7 | -10 | 4.1 | -17 | -0.5 | 0 | 3.8
CCOc1cc(NC(=S)NCCCN2CCOCC2)c(OCC)cc1NC(=O)c1cccc(F)c1 | 9 | 0 | 0 | 0.6 | -14 | 0.9 | 31 | -2.2 | -7 | 2.0
O=C(NCc1cccnc1)c1ccc(COc2ccc(Cl)cc2)cc1 | 4 | 1 | -1 | 0.7 | -16 | 4.9 | -3 | -1.8 | -2 | 2.7
Cc1cc(=O)oc2cc(O[C@@H]3O[C@H](CO)[C@H](O)[C@H](O)[C@H]3O)ccc12 | 1 | -4 | 1 | -2.4 | -8 | 3.0 | 4 | -0.3 | -9 | -0.4
CCOc1ccc(NC(=O)CN(C)C(=O)c2cc(S(=O)(=O)N3CCCCC3)ccc2C)cc1OCC | 0 | -4 | -3 | 1.5 | -12 | 0.3 | nt | -0.6 | -2 | 0.4

Reprinted from the part before: 5 compounds, followed by the next part.
structure | Tat export inh | Wnt bcat act | DAGLB inhibitor | E coli growth | PvdQ inh | phage Ecoli inh | PfHsp90 yeast 2 | CAL PDZ inh | Rtt109 Vps75 | AddAB inh
Cc1ccc(S(=O)(=O)/N=C2\CN(C)C(=O)N2C)cc1 | -1 | 1 | -1 | 0.7 | -10 | 4.1 | -17 | -0.5 | 0 | 3.8
CCOc1cc(NC(=S)NCCCN2CCOCC2)c(OCC)cc1NC(=O)c1cccc(F)c1 | 9 | 0 | 0 | 0.6 | -14 | 0.9 | 31 | -2.2 | -7 | 2.0
O=C(NCc1cccnc1)c1ccc(COc2ccc(Cl)cc2)cc1 | 4 | 1 | -1 | 0.7 | -16 | 4.9 | -3 | -1.8 | -2 | 2.7
Cc1cc(=O)oc2cc(O[C@@H]3O[C@H](CO)[C@H](O)[C@H](O)[C@H]3O)ccc12 | 1 | -4 | 1 | -2.4 | -8 | 3.0 | 4 | -0.3 | -9 | -0.4
CCOc1ccc(NC(=O)CN(C)C(=O)c2cc(S(=O)(=O)N3CCCCC3)ccc2C)cc1OCC | 0 | -4 | -3 | 1.5 | -12 | 0.3 | nt | -0.6 | -2 | 0.4
Cc1ccc2c(c1)N(C(=O)CCC(=O)Nc1ccccc1Br)CC(C)O2 (stereo not drawn) | 5 | -4 | -1 | -0.8 | 6 | 5.0 | 4 | 0.3 | 3 | -1.4
CNC(=O)CCCc1nc(-c2ccccc2Cl)no1 | -7 | nt | -1 | 2.8 | 5 | 0.2 | nt | -2.2 | 14 | 2.7
O=C(CN(CC1CCCO1)C(=O)c1nsc(Cl)c1Cl)NC1CCCC1 (stereo not drawn) | -2 | -1 | 0 | 2.3 | -5 | 2.8 | -21 | -0.9 | 0 | 3.1
CCCCn1c(N)c(N(CC(C)C)C(=O)c2ccc(-c3ccc(C(C)=O)cc3)o2)c(=O)[nH]c1=O | 1 | 3 | 0 | -2.1 | -3 | -3.7 | nt | -2.7 | -3 | -2.3
COc1ccccc1C(=O)C1CCCN(C(=O)c2cc(CC(C)C)nc(C)n2)C1 (stereo not drawn) | -10 | nt | 2 | 2.3 | -13 | 2.7 | -44 | -0.9 | -2 | 2.5
Cc1cc(NC(=O)c2ccc3c(c2)OCO3)ccc1NC(=O)c1ccco1 | -6 | nt | -1 | -1.0 | -15 | 3.6 | 11 | -2.2 | -1 | 0.8
CCC1S/C(=N\S(=O)(=O)c2cccs2)N(C2CCCCC2)C1=O (stereo not drawn) | -2 | nt | -3 | -2.3 | -10 | 1.2 | -3 | 0.6 | -6 | 0.2
CC(=O)Nc1cccc(C(=O)Nc2ccc(S(=O)(=O)N3CCCCC3)cc2)c1 | -2 | -2 | -1 | 0.3 | -10 | 1.0 | -2 | -4.9 | 0 | -1.3
O=C(NC(=S)NC1CCC(O)CC1)c1ccco1 (stereo not drawn) | -3 | -2 | 0 | -0.6 | -9 | 0.0 | -16 | -0.4 | -2 | -1.5
COCCn1c(CN2CC(C)CC(C)C2)nc2c1c(=O)n(C)c(=O)n2C (stereo not drawn) | 0 | 0 | -3 | 0.9 | -8 | 2.7 | 6 | -0.2 | 0 | -3.4
COC(=O)c1ccc(NC(=O)CN(c2ccc(C)cc2)S(=O)(=O)c2c(C)n[nH]c2C)cc1 | 6 | -8 | -2 | -1.9 | -17 | 2.2 | -14 | nt | -3 | 0.4
Cc1cccc(N(C(=O)Cn2nnc3ccccc32)C(C(=O)NCc2ccco2)c2ccncc2)c1 (stereo not drawn) | 6 | nt | -2 | 1.4 | -12 | 0.7 | -18 | -0.1 | -2 | 1.7
C[C@@H](C(=O)N1CCNCC1)n1cc(CCCN=C(N)N)nn1 | -5 | -2 | 0 | 0.7 | -24 | 3.2 | 14 | 0.3 | 5 | 2.6
CC(C)NC(=O)c1ccc(N(Cc2ccccc2)S(C)(=O)=O)cc1 | 3 | 11 | -1 | nt | 4 | 1.9 | 47 | 0.1 | 11 | nt
COc1ccc(N2CCN(C(=O)CN(c3ccc(OC)cc3)S(=O)(=O)c3ccccc3)CC2)cc1 | 9 | 2 | 0 | 1.1 | -9 | -3.3 | -6 | -0.3 | 3 | 3.2
O=C1c2ccccc2C(O)N1CCN1CCOCC1 (stereo not drawn) | -6 | 20 | -1 | 0.4 | -9 | 3.2 | 38 | -0.2 | -3 | -0.7
COc1ccc(CCNC(=O)C(=O)Nc2ccc3c(c2)OCCO3)cc1OC | 8 | -3 | 1 | 2.1 | -7 | 5.1 | -17 | -3.2 | 4 | -0.7
COc1ccc(N(C(=O)CSCC(=O)Nc2cc(C)on2)C(C(=O)NC2CCCCC2)c2ccc(O)c(O)c2)cc1 (stereo not drawn) | 6 | -2 | 4 | 2.4 | -4 | 4.7 | 25 | -3.2 | 3 | 1.9
CC(C)CC(C(=O)NC(C)(C)C)N(CC1CCCO1)C(=O)c1snc(C(N)=O)c1N (stereo not drawn) | 1 | 0 | -1 | -2.4 | 2 | 8.7 | 4 | nt | 14 | 4.6
CCOC(=O)C1=CN(Cc2ccco2)S(=O)(=O)N(C)C1c1ccccc1 (stereo not drawn) | -2 | 0 | -4 | 0.2 | -10 | 2.9 | -26 | -0.3 | -10 | 0.6
Cc1ccc(S(=O)(=O)Nc2ccc(Cl)cc2C(=O)c2ccc(F)cc2)cc1 | 2 | 0 | -5 | -0.9 | 1 | 2.5 | 21 | -0.8 | -6 | 4.0
CCN1CCN(c2nc3c(c(=O)n(C)c(=O)n3C)n2CCSc2ncccn2)CC1 | -2 | -3 | 0 | -0.5 | -6 | 2.5 | nt | -1.8 | nt | -0.2
CCCc1cc(-n2ccnc2)n2c(nc3ccccc32)c1C#N | -5 | 0 | -2 | 1.4 | -10 | 2.0 | 5 | -0.5 | -25 | 3.9
CCCCCN(C(=O)CCC(=O)OCC(=O)Nc1ccc(C)cc1F)c1c(N)n(CCCC)c(=O)[nH]c1=O | -12 | 1 | 4 | -0.8 | -9 | 1.2 | 22 | -2.7 | -4 | -1.8
C=CCn1c(COc2ccccc2F)nnc1SCC(=O)N1CC(=O)Nc2ccccc21 | -4 | -4 | -1 | 1.3 | -14 | 3.1 | -5 | -0.9 | -10 | 3.3

Bioassay records (PubChem BioAssay)
